TbPYK inhibitor: T. brucei pyruvate kinase inhibition; Q57TT1; TbPYK enzyme, Kinase-Glo Plus ATP luminescence, 45 min; Potency, µM (highest dose often 76.8 µM), without a hit: top-dose activity, negative = inhibition, most hits filed as inhibitors; actives 0.12% (n = 410,000); active means well fitted inhibition curve with a large enough effect; inconclusive means small, poorly fitted or top-dose-only effect; further: nearly all actives have a fitted effect of over 50% in size
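Luminescence from Kinase-Glo Plus, added after a 45-minute room-temperature reaction, served as the end-point read-out. The enzyme and substrate were preincubated with compound before ADP (130 uM final) initiated turnover. Concentration-effect curves came from normalized qHTS data.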
Active calls of the source: *; ? = inconclusive; [ ] = dose if it differs, or a comment. On the % scale 0 is the no-effect control and ±100 the full control effect; potency means the concentration at half of the fitted maximal effect. This is a subset; rates above refer to the full screens.

cpd	canonical_smiles	TbPYK inhibitor
1	Cc1cc(=O)oc2cc(OC(C)C(=O)N3CCOCC3)c(Cl)cc12 (stereo unspecified)	-12.4%
2	Cc1cc(C)cc(-n2ccn(CC(=O)c3ccc(F)cc3)c(=O)c2=O)c1	3.6%
3	Cc1ccc(C)c(N2CCN(C(=O)Nc3cn(CC(C)C)c(=O)c4ccccc34)CC2)c1	4.5%
4	COc1ccc(OC)c(NC(=O)CSc2cn(CC(=O)N3CCOCC3)c3ccccc23)c1	-8.9%
5	COc1cc(C2C(C(=O)Nc3ccc(C)cc3C)=C(C)Nc3nc4ccccc4n32)cc(OC)c1OC (stereo unspecified)	1.7%
6	Cc1cccc(C(=O)Nc2nc3nc(-c4ccccc4)cc(=O)n3[nH]2)c1	1.0%
7	COC(=O)c1ccccc1NC(=O)c1c(C)oc2ncn(C)c(=O)c12	5.4%
8	Cc1nc(CN(C)c2ncnc3ccc(-c4ccc5c(c4)OCO5)cc23)cs1	-11.4%
9	Cc1sc2ncn(CC(=O)Nc3ccc(F)cc3F)c(=O)c2c1S(=O)(=O)N1CCC(C)CC1	2.7%
10	Cc1nc(Cn2c3ccc(NC(=S)NC4CCCCC4)cc3c(=O)n2C)cs1	2.3%
11	CCc1nc2ccc(C(=O)NCCOc3ccc(OC)cc3)cn2c1N(CCC(C)C)CCN(C)C	1.3%
12	O=C(CNC(=O)N1CC(=O)Nc2ccccc21)NCc1ccc(F)cc1	-12.0%
13	CCCCC[C@H]1CCCCC[C@H](O)C[C@@H](O)[C@H](O)/C=C/C(=O)O1	4.4%
14	CCCNC(=O)c1ccc2c(c1)sc1nc(-c3ccc(C)cc3)cn12	-15.9%
15	CC(=O)C1=CCC(c2ccccc2)N(S(C)(=O)=O)C1 (stereo unspecified)	2.2%
16	CC1(C)CN(c2ccc(Br)cc2)C(=O)[C@H]1CC(=O)Nc1ccccc1	4.4%
17	CCn1nnc2cc(C(=O)Nc3cccc(C)c3C)ccc21	-5.3%
18	Cc1ccc(-c2nnc(Nc3cccc(O)c3)c3ccccc23)cc1S(=O)(=O)N1CCCCC1	0.0%
19	CCOC(=O)C1(C)CCN1C(=O)c1cc(C)n(C(C)(C)C)n1 (stereo unspecified)	1.0%
20	Cc1oc2ccc(O)c(CN3CCN(C)CC3)c2c1C(=O)Nc1ccccc1	1.8%
21	CC(C)NC(=O)C1(C)CCCN1C(=O)c1ccc2c(c1)C(C)(C)CCC2(C)C (stereo unspecified)	-11.4%
22	CCOC(=O)c1cccc(-n2cccc2/C=C2\NC(=O)N(CC(=O)O)C2=O)c1	4.8%
23	CCc1ccc(Nc2nc(-c3cc4cccc(OC)c4oc3=O)c(CC)s2)cc1	-1.9%
24	COc1ccc(Nc2nc(N)nc(N)c2S(=O)(=O)c2ccccc2)cc1	-4.6%
25	COc1ccc(COC[C@H](CC(C)C)N2CCN(C(=O)c3cccc(C(F)(F)F)c3)CCC2=O)cc1	4.2%
26	CCn1c(CN2CCC(C)CC2)nc2cc(NC(=O)COc3ccc(Cl)c(C)c3)ccc21	3.6%
27	COc1ccccc1CNC(=O)C1(C)CCN1C(=O)C1(c2ccccc2)CC1 (stereo unspecified)	-14.6%
28	COCCNc1nc(NCc2ccc(C)cc2C)c2sccc2n1	-1.9%
29	O=c1[nH]c(=S)[nH]c2c1C(c1ccc(Cl)cc1)OC(CCc1ccccc1)C2 (stereo unspecified)	-5.0%
30	O=C(Nc1ccc2c(c1)OCCO2)C1c2ccccc2OCC(=O)N1Cc1cccnc1 (stereo unspecified)	-0.8%
31	Nc1ncncc1-c1ccc(F)cc1	1.0%
32	COCCn1c(=O)c(-c2cn(C)c3ccccc23)nc2cnc(Oc3ccccc3)nc21	-3.3%
33	CCCCN(C)C(=O)CN1C(=O)c2cccnc2Oc2ccc(Cl)cc21	-0.7%[15.4 µM]
34	O=C(c1cccnc1)N1CCC2CC1c1c(Cl)cccc12 (stereo unspecified)	-6.8%
35	NC(c1ccccc1)c1csc(NC(=O)Nc2cccc(C(F)(F)F)c2)n1 (stereo unspecified)	1.3%
36	COc1ccc(NC(=O)CNC(=O)Cn2ccc3ccccc3c2=O)cc1OC	7.6%
37	CCC1NC(=O)c2cc3ccccc3cc2-n2c1nc1cc(C)cc(C)c1c2=O (stereo unspecified)	1.6%
38	COc1ccc(NC(=O)c2sc3nc[nH]c(=O)c3c2C)cc1Cl	-0.4%
39	COc1cc(/C=C(\C#N)c2nc3ccc(C)cc3[nH]2)ccc1OCc1ccc(C)cc1	7.7%
40	Cc1cc(C)c(Nc2n[nH]c(=S)s2)cc1C	?
41	CCOc1sc2nc(C)n(CC(=O)Nc3cccc(C)c3)c(=O)c2c1C	-0.4%
42	COc1ccc(Cn2c(SCc3ccc(C(=O)NC4CCCCC4)cc3)nc3cccnc32)cc1	0.2%
43	Cc1noc2ncnc(N3CCCC(C(=O)Nc4cc(F)ccc4F)C3)c12 (stereo unspecified)	5.7%
44	COc1ccc(CCNc2ncnc3c2cnn3-c2ccc(F)cc2)cc1	0.0%
45	COc1cccc(C(=O)NC(c2ccc(Cl)cc2)c2cc(Cl)c3cccnc3c2O)c1 (stereo unspecified)	-1.7%
46	COc1cccc(CNC(=O)c2cc3c(=O)n(Cc4cccnc4)ccc3nc2C)c1	1.9%
47	CCOc1ccc(CNC(=O)CN2C(=O)CCn3nc(-c4cn(C)c5ccccc45)cc32)cc1OC	3.6%
48	CCOC(=O)C1=CCN(S(=O)(=O)c2ccccc2F)C1c1ccc(C)cc1 (stereo unspecified)	-6.1%
49	Cc1c(Cl)cccc1NC(=O)N1CCC(CN2CCOCC2)CC1	-0.7%
50	COc1ccc2nc(SCC(O)c3cccc(Br)c3)[nH]c2c1 (stereo unspecified)	1.5%

Next compounds follow:
cpd	canonical_smiles	TbPYK inhibitor
51	Cc1ccc(-c2nc(Cn3c(=O)cc(-c4ccccc4)c4c(C)nn(C)c43)c(C)o2)cc1	1.4%
52	O=C(CC1CCCC1)N1CCN(S(=O)(=O)c2cccc(Br)c2)CC1	1.1%
53	CCc1nc2ccc(C(=O)N3CCN(C)CC3)cn2c1N(C)CCC(C)C	-1.9%
54	Cc1c(CNC2CCCCCC2)c(C(=O)O)c(C)n1Cc1c(F)cccc1Cl	2.3%
55	Cc1cccc(OC(C)C(=O)Nc2ncn[nH]2)c1 (stereo unspecified)	-0.2%
56	COc1ccc(CN2CCc3c(c(=O)n4ncc(C(=O)N5CCN(c6ccccc6OC)CC5)c4n3C)C2)cc1	-11.1%
57	COc1ccc(Br)cc1CNC(=O)Cn1ncn2nc(-c3cccs3)cc2c1=O	2.4%
58	CCOc1ccc(CCNC(=O)c2sc3ncccc3c2-n2cccc2)cc1OCC	-1.2%
59	CC(=O)Nc1ccc(C2Nc3c(C)cc(C)cc3-c3cc(C)nn32)cc1 (stereo unspecified)	0.7%
60	O=S1(=O)CC(N2CCN(CC3CC3)CC2)CN1C1CCCCC1 (stereo unspecified)	-7.9%

Among those listed so far, three contain an aryl thioether with sulfur outside any ring.
cpd	canonical_smiles	TbPYK inhibitor
4	COc1ccc(OC)c(NC(=O)CSc2cn(CC(=O)N3CCOCC3)c3ccccc23)c1	-8.9%
42	COc1ccc(Cn2c(SCc3ccc(C(=O)NC4CCCCC4)cc3)nc3cccnc32)cc1	0.2%
50	COc1ccc2nc(SCC(O)c3cccc(Br)c3)[nH]c2c1 (stereo unspecified)	1.5%

(further entries)
cpd	canonical_smiles	TbPYK inhibitor
61	CCOc1ccc(-c2c(C)nn3c(C)c(C(=O)NCC(C)c4ccccc4)cnc23)cc1OCC (stereo unspecified)	5.3%
62	CSC[C@H]1CN(c2ccc(Br)cc2)C(=O)[C@@H]1CC(=O)Nc1ccccc1	3.9%
63	OC(c1ccccc1)(c1ccccc1)C1CCN(CCCOc2ccc(F)cc2)CC1	-0.8%
64	COc1cccc(C(=O)NCCCNc2nc3cc(C)cc(C)c3cc2C#N)c1	8.3%
65	O=C(CCCn1c(=S)[nH]c2ccsc2c1=O)Nc1ccc(F)cc1	?
66	COc1ccc(Cl)cc1C1CC(=O)Nc2cc3c(cc21)OCCO3 (stereo unspecified)	1.6%
67	Cc1ccc(C)c(N2CCN(CCCNC(=O)c3ccc4nc(N5CCCCC5)sc4c3)CC2)c1	-4.1%
68	COc1cccc(CNS(=O)(=O)c2cc(Br)ccc2Br)c1	4.5%
69	CCOC(=O)CNC(=O)CSc1cn(CC(=O)N2CCCCCC2)c2ccccc12	-6.5%
70	CC(=O)N1CCC2(CCCN(c3ccccn3)C2)CC1	-4.8%
71	CC1(C(=O)NS(=O)(=O)c2ccc(Cl)cc2)CCN1C(=O)COc1ccc(Cl)cc1 (stereo unspecified)	0.2%
72	Cc1cc(Nc2ccc(Cl)cc2C)nc(-n2nc(C)cc2C)n1	-4.9%
73	COc1cc(-c2nnc(SCCOc3cc(C)cc(C)c3)o2)cc(OC)c1OC	-3.7%
74	O=C(NCC(=O)N1CCCCCCC1)c1ccc(Cl)c(Cl)c1	-3.9%
75	C[C@@H]1ON(C)[C@H]2C[C@H]3c4[nH]c5ccccc5c4CCN3C(=O)[C@@H]12	9.2%
76	Cc1ccc(CCNC(=O)c2cc3sccc3n2Cc2ccc(C)cc2)cc1	0.2%
77	Cc1ccc(Cc2c(-c3ccc(F)cc3)nc3cc(C)ccn23)cc1	0.7%
78	COc1ncc2nc(-c3cc(F)cc(F)c3)c(=O)n(Cc3cccs3)c2n1	-9.7%
79	CC1(C(=O)NCc2cccc3ccccc23)CCN1Cc1ccc(OC(F)(F)F)cc1 (stereo unspecified)	-2.8%
80	O=C(CSc1ccccc1)N1CCc2c([nH]c3ccccc23)C1c1ccc(Cl)cc1 (stereo unspecified)	-4.2%
81	CCc1nnc(SCc2nc(-c3ccc(OC)cc3)oc2C)c2cc3sccc3n12	-2.8%
82	Cc1nnc(NC(=O)c2nc(SC(C)C)ncc2Cl)s1	-10.3%
83	CCOC(=O)C1=C(CN2CCN(c3ccccc3F)CC2)NC(=O)NC1c1ccc(Cl)cc1 (stereo unspecified)	-2.4%
84	CN(CCC#N)c1ccc(C=C(C#N)c2ccc(Br)cc2)cc1	-11.5%
85	Cc1ccc(-n2c(=S)[nH]c3ccccc3c2=O)cc1C	7.2%
86	Cc1ccc(OC(=O)CSc2nnc(-c3cccs3)o2)cc1	-8.6%
87	O=C(NCCc1csc(-c2cccnc2)n1)c1ccc(F)c(F)c1	6.1%
88	COc1ccc(CNC(=O)C2CCN(c3nnc(-n4cccc4CNc4ccc(C)cc4)s3)CC2)c(OC)c1	6.3%
89	CNc1ncnc2c1ncn2[C@H]1CN(Cc2ccc(OC)cc2)C[C@@H](CO)O1	1.6%
90	CCCCSc1ncnc2c1c(-c1ccccc1)cn2-c1cccc(F)c1	0.7%
91	Cc1ccccc1-n1c(=O)c2ccccc2n(Cc2ccc(F)cc2)c1=O	0.5%
92	O=C1CC(c2ccc(F)cc2)c2c(c3ccccc3oc2=O)O1 (stereo unspecified)	-1.4%
93	CC1(C(=O)NS(=O)(=O)C2CC2)CCN(C(=O)c2c(F)cccc2F)C1 (stereo unspecified)	-3.8%
94	COc1ccc(Cl)cc1S(=O)(=O)N1CCN(CC(=O)Nc2ccccc2C(F)(F)F)CC1	-11.0%
95	Cc1cc(C(=O)Nc2ccc(C(C)C)cc2)c2c(C)nn(-c3ccccc3)c2n1	7.0%
96	COc1ccc(C2C(=O)N(C3CCCCCC3)CC(=O)N2CCc2ccccc2)cc1 (stereo unspecified)	1.0%
97	CCC(=O)N(C)C[C@H]1Oc2cc(Br)ccc2S(=O)(=O)N([C@@H](C)CO)C[C@H]1C	3.9%
98	O=C(c1cc(C(F)(F)F)cc(C(F)(F)F)c1)N1CCC2(CCN(Cc3ccccc3)CC2)CC1	0.0%
99	Cc1ccc(S(=O)(=O)N2CCCC(C(=O)NCCc3ccc(Cl)cc3)C2)cc1 (stereo unspecified)	-0.3%
100	CC(=O)N(CC(O)CO)c1c(I)c(C(=O)NCCO)c(I)c(C(=O)NCC(O)CO)c1I (stereo unspecified)	0.8%

Reformatted with each value named: entries from further up
92	O=C1CC(c2ccc(F)cc2)c2c(c3ccccc3oc2=O)O1 (stereo unspecified)
  TbPYK inhibitor: -1.4%
93	CC1(C(=O)NS(=O)(=O)C2CC2)CCN(C(=O)c2c(F)cccc2F)C1 (stereo unspecified)
  TbPYK inhibitor: -3.8%
94	COc1ccc(Cl)cc1S(=O)(=O)N1CCN(CC(=O)Nc2ccccc2C(F)(F)F)CC1
  TbPYK inhibitor: -11.0%

Additional entries follow:
cpd	canonical_smiles	TbPYK inhibitor
101	O=C(/C=C/[C@H]1O[C@@H](n2cnc3c(NC(=O)c4ccccc4)ncnc32)[C@H](O)[C@@H]1O)NCc1cccc2ccccc12	-12.0%
102	COc1ccc(C(C)(O)c2nc(-c3ccc(C)c(C)c3)cs2)cc1 (stereo unspecified)	2.0%
103	OCCNc1nc(Nc2ccccc2Cl)nc(N2CCCC2)n1	3.8%
104	CCN(CC)S(=O)(=O)c1ccc(NC(=O)[C@H](CCSC)N2Cc3ccccc3C2=O)cc1	0.6%
105	Cc1cc(-n2c(SCC(=O)NCc3ccccc3)nc3ccsc3c2=O)ccc1Cl	-0.8%
106	COc1ccc2c(CN3CCCCC3)cc(=O)oc2c1	3.0%
107	Cc1ccc(F)c(S(=O)(=O)NC(=O)C2(C)CCN2C(=O)CCC2CCCC2)c1 (stereo unspecified)	5.0%
108	CC(C)(C)c1ccc(CC(=O)N2CCC2(C)C(=O)Nc2cnc3ccccc3c2)cc1 (stereo unspecified)	-1.7%
109	COC(=O)c1ccc(Cl)cc1NC(=O)Nc1nnc(N2CCCC2)s1	1.4%
110	COc1ccc(-c2cn3cccnc3n2)cc1NC(=O)COc1ccccc1	4.0%
111	Cc1ccc(S(=O)(=O)N2CCN(C(=O)c3cc(C4CC4)nn3-c3ccccc3)CC2)cc1	1.1%

Screening data deposited in PubChem by National Center for Advancing Translational Sciences (NCATS).
